Screening results (PubChem)
dFosB act – mouse delta FosB homodimer activation. P13346. purified delta FosB, TAMRA-CDK5 oligo fluorescence polarization; percent of positive-control signal above neutral wells. activation, % at 25 µM. actives 0.99% (n = 340,000). AID 493131;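 active means mean activation above about 17%, with every replicate also reaching it, limit read from the data, passing the limit was not always enough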;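 further: fluorescence polarization rise as delta FosB binds a TAMRA Cdk5 AP-1 oligo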
SUMO Mot1 rescue – blocks SUMOylation pathway, rescuing yeast Mot1-301 growth; S. cerevisiae Mot1-301 growth rescue, ATP luminescence, 38.5C; percent above DMSO median, 100 means doubled; growth rescue, % at 18.8 µM; actives 1% (n = 320,000); AID 2716;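 active means every valid replicate shows activation above 250% relative to neutral control wells; inactive means the rest, any valid replicate at or below 250%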;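 further: OY570 slx delta 5 strain wells were the positive control but not used for scaling; some compounds called inactive have numbers as strong as hits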
PKA-R2B activ – activators of human PKA-R2B complex; AID 504700; P22694+P31323; PKA-R2B holoenzyme dissociation, Cy5-IP20 fluorescence polarization; R2B truncated from residue 108, S112A mutant; 0% DMSO only, 100% 113 µM cGMP; actives 0.079% (n = 340,000); activation, % at 11.4 µM;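 active means activation above a cutoff set at the mean over all compounds plus 3 SD, cut at about 18% in these data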;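 further: higher means more holoenzyme dissociation and a rise in polarization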
SR-BI HDL uptake – mouse SR-BI HDL lipid transfer inhibition; actives 0.96% (n = 320,000); inhibition, % at 12.5 µM; ldlA[mSR-BI] CHO cells, DiI-HDL uptake fluorescence, 3 h; AID 488896;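 active means mean replicate inhibition of at least 70% and a set share of replicates each scoring 70 or more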;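 further: 0% = median of neutral control wells and 100% = median of positive control wells; values of inactives mirror those of a sister screen read the other way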
MITF act – MITF TRPM1 promoter activation in melanoma cells | SK-MEL-5 TRPM1-promoter luciferase, 24 h; % of positive control, neutral wells = 0 | activation, % at 12.5 µM | actives 0.75% (n = 300,000);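 active means mean activation of at least 80% with every replicate also reaching 80%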;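 further: 0% = neutral control wells and 100% = parthenolide positive control wells; values of inactives mirror those of a sister screen read the other way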
Pemphigus Ab inh – inhibitors of pemphigus antibody binding to human desmoglein-3; P32926; DSG3-coupled beads, scFv-anti-DSG3-GFP binding, flow cytometry; stronger effect = lower value; binding (percent of control), % at 10 µM; actives 0.48% (n = 310,000);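 active means binding more than 3 SD below its plate's average and above zero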;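 further: hits lower antibody fragment binding to DSG3; some compounds called inactive have numbers as strong as hits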
SR-BI uptake up – enhances SR-BI lipid uptake from DiI-HDL | actives 0.096% (n = 320,000) | activation, % at 12.5 µM | CHO ldlA[mSR-BI] cells, DiI-HDL uptake fluorescence, 3 h; 100 = double the neutral-control signal | AID 504775;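 active means mean replicate activation of at least 60% and every replicate at or above 60%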;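 further: 0% = median plate neutral-control signal and 100% = twice that signal; values of inactives mirror those of a sister screen read the other way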
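Material – SR-BI-overexpressing, LDLR-lacking CHO cells · Medium – BSA-supplemented, HEPES-buffered Ham's F12, pH 7.4 · Doses – single concentration · Times – compound with DiI-HDL co-incubation, 3 h at 37 °C · Measured by – bottom-read fluorescence, 550/595 nm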
NSD2 inh – NSD2 (human) methyltransferase inhibition; O96028; NSD2 peptide methylation, AlphaScreen, 120 min; inhibition, % at 12.5 µM; actives 0.54% (n = 310,000); AID 743445; in the data active means inhibition above about 50%
Target sequence (O96028 whole entry, looked up): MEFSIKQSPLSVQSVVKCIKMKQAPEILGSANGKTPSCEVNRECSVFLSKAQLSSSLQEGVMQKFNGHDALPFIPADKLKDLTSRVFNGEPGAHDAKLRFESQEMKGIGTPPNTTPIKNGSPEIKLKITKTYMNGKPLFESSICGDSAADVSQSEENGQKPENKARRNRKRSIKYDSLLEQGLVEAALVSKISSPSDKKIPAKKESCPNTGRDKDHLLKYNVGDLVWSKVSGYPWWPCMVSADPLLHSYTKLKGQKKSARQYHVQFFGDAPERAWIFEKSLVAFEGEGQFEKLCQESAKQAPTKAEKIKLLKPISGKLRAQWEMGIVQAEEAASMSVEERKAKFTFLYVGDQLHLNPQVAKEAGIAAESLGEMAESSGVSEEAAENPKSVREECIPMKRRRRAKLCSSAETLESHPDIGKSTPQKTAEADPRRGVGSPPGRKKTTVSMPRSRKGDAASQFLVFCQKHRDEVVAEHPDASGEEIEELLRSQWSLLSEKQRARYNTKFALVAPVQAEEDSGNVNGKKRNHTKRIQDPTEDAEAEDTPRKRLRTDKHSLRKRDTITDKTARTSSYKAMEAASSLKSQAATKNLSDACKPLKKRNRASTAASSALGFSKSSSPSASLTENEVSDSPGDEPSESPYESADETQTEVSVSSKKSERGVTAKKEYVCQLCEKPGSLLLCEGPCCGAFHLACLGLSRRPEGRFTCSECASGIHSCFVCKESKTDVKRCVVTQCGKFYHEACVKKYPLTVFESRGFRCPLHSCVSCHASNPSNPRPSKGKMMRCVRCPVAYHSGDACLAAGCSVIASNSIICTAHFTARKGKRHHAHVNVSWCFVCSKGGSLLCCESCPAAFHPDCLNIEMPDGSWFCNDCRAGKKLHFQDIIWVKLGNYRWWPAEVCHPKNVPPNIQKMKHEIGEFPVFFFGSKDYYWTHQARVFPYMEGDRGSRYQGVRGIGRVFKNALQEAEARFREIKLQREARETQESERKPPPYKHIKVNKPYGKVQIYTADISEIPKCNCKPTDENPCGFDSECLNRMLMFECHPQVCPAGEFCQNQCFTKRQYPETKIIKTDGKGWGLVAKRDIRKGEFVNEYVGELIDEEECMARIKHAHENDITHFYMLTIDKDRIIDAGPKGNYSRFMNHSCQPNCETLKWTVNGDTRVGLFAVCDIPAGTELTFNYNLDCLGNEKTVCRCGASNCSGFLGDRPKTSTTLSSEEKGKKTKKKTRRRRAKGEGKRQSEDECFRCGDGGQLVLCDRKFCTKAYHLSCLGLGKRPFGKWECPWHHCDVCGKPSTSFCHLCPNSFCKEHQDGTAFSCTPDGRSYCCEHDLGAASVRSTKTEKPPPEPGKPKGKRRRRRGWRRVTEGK
CDK5 inh – blocks human CDK5/p35 kinase activity. Q00535+Q15078. Recombinant CDK5/p35, ADP-Glo luminescence, 60 min. inhibition, % at 10 µM. actives 0.01% (n = 330,000). AID 488839;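 active means highest replicate inhibition of at least 50% and at least 75% of replicates reaching 50%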;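 further: plate controls were DMSO neutral control for no effect and GW8510 at 10 µM for full effect; many of its hits are not listed in these tables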
Arrestin-AP2 inh – blocks beta-arrestin peptide binding to AP2 adaptin. AID 504490. FITC-arrestin peptide / GST-AP2 beads, flow cytometry; AP2 beta2 appendage carries R879A mutation. actives 0.31% (n = 340,000). inhibition, % at 10 µM;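 active means inhibition above a set limit, near 3 SD of compounds lacking own fluorescence, cut at about 54% in these data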;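 further: plate controls were DMSO wells for no effect and 5 µM unlabelled arrestin peptide for full effect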
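System: GST-tagged AP2 beta2-adaptin appendage (R879A) on 4 µm glutathione beads / Reagent: FITC-arrestin peptide, 50 nM / Detection: HyperCyt-sampled flow cytometry, FL1 channel, ex 488/em 535 nm / Timing: 12 min plus 1 h, RT / Buffer or medium: PBS plus Tween 20 (0.05%) and BSA (0.1%)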
PKA-R1A act – activates the PKA-R1A holoenzyme complex; P00514+P68181; PKA-R1A dissociation, Cy5-IP20 fluorescence polarization; scaled: DMSO 0%, 113 µM cGMP 100%; activation, % at 11.4 µM; actives 0.083% (n = 340,000); AID 504707;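 active means percent activation above the mean of all tested compounds plus 3 SD, cut at about 19% in these data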;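 further: higher means more PKAc released from R1A so a rise in polarization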
* hit, by the source's call; nt = not tested or not shown.

SMILES	dFosB act	SUMO Mot1 rescue	PKA-R2B activ	SR-BI HDL uptake	MITF act	Pemphigus Ab inh	SR-BI uptake up	NSD2 inh	CDK5 inh	Arrestin-AP2 inh	PKA-R1A act
O=C(CSc1ncccn1)NCC1CCCO1 (centres undefined)	1	9	2	-9	4	105	9	1	1.5	21	-9
O=[N+]([O-])c1ccccc1NCCOc1ccccc1	1	344	-7	2	65	97	-2	10	0.6	18	3
Cc1ccc(-n2nc3c(c2NC(=O)/C=C\c2ccc4c(c2)OCO4)CSC3)c(C)c1	-12	-4	0	45	1	88	-45	nt	-1.8	-5	-13
CC1CCCCN1CCNC(=O)c1cnn2ccccc12 (centres undefined)	6	4	-11	-3	1	127	3	nt	-9.0	0	-13
COc1ccc(CNC(=O)C2CCN(C(=O)N(C)C)CC2)c(OC)c1	-7	-1	-3	-8	10	nt	8	-2	-2.6	20	-3
CN(NC1OC(=O)c2ccccc21)c1ccccc1[N+](=O)[O-] (centres undefined)	3	9	-2	-28	-5	102	28	0	1.1	1	-12
Cc1ccc(NC(=O)CSc2nnc(CN3CCOCC3)n2C)cc1C	-1	5	-12	-29	-3	92	29	-2	-0.3	-3	2
Cc1ccc(S(=O)(=O)N2CCC(C)CC2)cc1	4	-5	0	-8	-3	106	8	-1	1.8	0	-6
CCCCOP(=O)(OCCCC)C(Nc1ccccc1)c1ccc2c(c1)OCO2 (centres undefined)	-10	-15	-8	6	1	126	-6	-1	-2.4	-8	0
Cc1cccc(OCC(=O)NCc2nnc3ccc(C(F)(F)F)cn23)c1C	0	-25	7	-4	-2	nt	4	1	-1.9	-1	3
COc1ccc(S(=O)(=O)Nc2ccccc2Cl)cc1NC(C)=O	-3	-22	9	-7	4	103	7	0	-2.7	7	7
CCOc1ncccc1C(=O)OCC(=O)c1cccc(Br)c1	-11	13	-15	0	-8	110	0	-5	2.6	5	2
CCN(CC)S(=O)(=O)c1ccc(OC)c(NC(=O)C2CC(=O)N(c3ccc(C)cc3)C2)c1 (centres undefined)	-3	-5	-6	-12	-7	97	12	21	-2.1	7	-2
COc1ccc(C(=O)Nc2cc(C)nn2-c2ccc(C)cc2)cc1	-5	-17	1	65	-5	100	-65	-6	0.7	-4	7
CC1(C)Cc2nc3oc4c(N(CCO)Cc5ccccc5)ncnc4c3cc2CO1	-13	0	-4	-38	1	nt	nt	0	-1.3	-4	3
COc1ccc(OC)c(C(=O)Cn2c3[n+](c4ccc(C(F)(F)F)cc42)CCCCC3)c1	0	13	-1	-25	1	114	25	-3	-2.6	49	-3
COCCCN1C(=O)c2ccc(C(=O)OCC(=O)N(CCC#N)c3cc(C)cc(C)c3)cc2C1=O	-5	335	2	-2	-5	90	2	1	-1.8	-4	-1
Cc1nc2c(nc1C)C(=O)c1ccccc1C2=O	10	nt	-5	-25	nt	89	25	48	-0.4	2	0
CC(CN1CCOCC1)OC(=O)/C=C/c1ccccc1 (centres undefined)	6	-8	-1	1	15	97	-1	3	-0.8	14	-6
COc1ccc(C(CNC(=O)c2ccc(S(=O)(=O)N3CCCC3)cc2)N(C)C)cc1OC (centres undefined)	-18	27	-3	0	-8	104	0	0	1.4	3	-1
COc1ccc2c(c1OC)C(=O)OC2n1c(O)c(N=NC(C)=O)c2ccccc21 (centres undefined)	-5	-3	5	nt	13	99	nt	3	-0.4	1	-3
Cc1cccc(OCC(=O)N/N=C/C=C/c2ccco2)c1	-5	-5	-9	2	8	103	-2	1	-2.0	-1	-8
Cc1ccc(S(=O)(=O)c2nc(S(C)(=O)=O)sc2N2CCC(C)CC2)cc1	-11	-24	-7	-23	-10	99	23	-4	1.4	6	-3
CCOC(=O)c1ccccc1NC(=O)COc1ccccc1	-10	-9	-3	-6	nt	107	6	-1	0.1	8	7
N=c1oc2ccc3ccccc3c2cc1-c1nc(-c2ccccc2)cs1	-4	53	6	-22	-11	106	22	-1	0.7	12	-3
O=C(CNC(c1ccccc1)c1ccccc1)Nc1cc([N+](=O)[O-])ccc1Cl	0	-6	-11	17	1	108	-17	-1	-2.2	9	-12
Cn1ncc(C#N)c1/N=C/N1CCOCC1	3	-16	-9	-15	6	99	15	1	-0.7	-3	-15
CCN(CC)CCN1C(=O)C(=O)/C(=C(/O)c2cnn(-c3ccccc3)c2C)C1c1ccc(C)o1 (centres undefined)	-10	-2	-6	nt	nt	nt	nt	nt	0.5	2	-3
Cc1cccc(NC(=O)[C@@H]2CCCN2S(=O)(=O)c2ccc(Cl)cc2)c1	-7	-7	2	6	-5	nt	-6	-1	0.2	-2	9
CCOC(=O)N1CCN(C(=O)CSc2nnc(COc3ccc(Cl)cc3)o2)CC1	-6	8	4	29	-2	103	-29	nt	-0.1	12	-4
O=C(c1ccc(Cl)cc1)N1CCCC(c2ccccc2)=N1	0	-7	-3	4	-3	103	-4	-4	-1.4	12	-11
CC(C)(C)NC(=O)C(=O)N/N=C/c1ccc(F)cc1	-2	2	-4	-2	9	83	2	-26	-0.3	-6	-12
O=C(NCC1CCCO1)c1ccccc1-c1nc(-c2ccccc2)no1 (centres undefined)	-2	-17	-2	nt	-8	nt	nt	3	-0.5	2	-7
Cc1ccc(C(=O)C[n+]2cc(Br)cc(Br)c2)cc1[N+](=O)[O-]	-9	-3	-11	17	1	110	-17	-1	0.1	1	1
Cc1cc(C(c2nnnn2Cc2ccccc2)N2CCOCC2)c(C)n1-c1ccc2c(c1)OCO2 (centres undefined)	-3	13	-11	5	-2	105	-5	nt	0.0	15	-1
COc1cc(OC)c2c(-c3ccccc3)cc(=O)oc2c1C(CCN1CCOCC1)c1ccc2c(c1)OCO2 (centres undefined)	4	nt	3	6	5	96	-6	nt	0.9	35	1
CCN(CC)CCn1c2ccccc2c(=O)c2c(O)ccc(O)c21	-5	nt	-6	65	-3	86	-65	14	3.0	52	0
CCOC(=O)CCCCCN(Cc1ccccc1)S(=O)(=O)c1ccc([N+](=O)[O-])cc1	-12	-21	-6	37	3	72	-37	-4	-7.1	-7	-7
O=C(COC(=O)Cc1ccc(Cl)cc1)NCc1ccc2c(c1)OCO2	-2	nt	0	0	-1	104	0	8	1.1	-3	-1
COc1ccccc1CNC(=O)c1cccc(N(C)C)c1	4	20	6	7	-3	113	-7	-3	-0.1	-11	-1
CC1(C)CC(=O)CC(C)(C)N1OC(=O)c1ccncc1	1	20	2	-5	-1	104	5	0	2.7	8	-2
CCOc1cc(S(=O)(=O)NC2CC(C)(C)NC(C)(C)C2)ccc1F	-3	5	0	-1	2	97	1	0	-1.6	6	5
CN1CCN(C(=O)c2ccccc2-c2nc(-c3ccc(Cl)cc3)no2)CC1	-5	-8	11	12	9	99	-12	0	0.3	4	5
COc1ccc(CCNC(=O)COC(=O)c2ccc(N3CCCC3=O)cc2)cc1OC	-2	-2	-6	28	1	92	-28	-5	-1.7	-2	-6
Cc1cc2oc(C(=O)Nc3nonc3C)c(C)c2cc1C	20*	37	-4	-3	120*	62	3	1	1.0	-9	-4
COc1cccc(CN(C)C(=O)CCNC(=O)c2ccc(Br)cc2)c1	0	14	0	3	-4	103	-3	1	-1.0	36	4
COC(=O)C[C@H]1c2cc(C(F)(F)F)ccc2S(=O)(=O)N1C1CCCC1	1	-9	3	-7	6	96	7	nt	-0.3	1	-5
COc1ccc(/C=N/NC(=O)c2cc[n+]([O-])cc2)cc1OC	2	26	5	nt	nt	111	nt	nt	0.2	-5	12
CCCCCn1nc(C(=O)OCc2nnc(-c3ccccc3)o2)c2ccccc2c1=O	-7	41	-11	-17	4	102	17	1	0.7	-4	-7
Clc1ccc(CSc2nnc(CN3CCOCC3)n2-c2ccccc2)cc1Cl	-10	588*	14	-19	3	96	19	6	-1.4	25	-1
Going on with the list.
SMILES	dFosB act	SUMO Mot1 rescue	PKA-R2B activ	SR-BI HDL uptake	MITF act	Pemphigus Ab inh	SR-BI uptake up	NSD2 inh	CDK5 inh	Arrestin-AP2 inh	PKA-R1A act
CC(C)OC(=O)NC(C)(C)COC(=O)Nc1cccc(Cl)c1	-4	8	-9	46	nt	99	-46	-1	0.3	-8	3
O=C(CN1C(=O)/C(=C\c2ccccc2Cl)Oc2ccccc21)NCc1cccnc1	-9	-5	-3	45	-3	108	-45	-4	2.8	7	2
CC(C)n1c(N)c(C#N)c2ccc([N+](=O)[O-])cc2c1=O	6	12	-8	0	8	101	0	0	0.9	21	-7
O=C(COC(=O)c1ccc(S(=O)(=O)N2CCCC2)cc1)NCCc1ccc(F)cc1	9	-14	-2	-16	0	nt	16	1	-0.2	-8	-4
CCOc1ccc(C(=O)N2CCCC(c3nc(-c4cccs4)no3)C2)cc1 (centres undefined)	-14	30	-3	-6	9	101	6	nt	-0.4	0	2
Cc1cc(C)c(NC(=O)COC(=O)C2CCN(c3ccc(C(F)(F)F)cn3)CC2)c(Cl)c1	-10	-3	-5	-15	5	100	15	0	-0.4	-9	-1
CCOc1ccc(C(=O)Nc2cc(C)ccn2)cc1	-11	-38	3	33	-33	99	-33	2	19	12	-1
O=C(COC(=O)Cn1cnc2ccccc21)Nc1ccc(OC(F)F)cc1	-1	1	0	-6	-3	nt	6	-1	-1.5	43	-6
CCN(CC)C(=O)CSc1nc2ccccc2c(=O)n1CC1CCCCC1	-6	-11	3	14	-18	105	-14	0	1.6	2	-17
CCOC(=O)N1CCC(NC(=O)c2cc3c(-c4ccc(Cl)cc4)nn(C)c3s2)CC1	5	nt	-8	66	-38	91*	-66	nt	1.0	0	-6
Cc1ccc(-c2noc(CCC(=O)NC3CC3)n2)cc1	1	-2	0	5	56	100	-5	-1	0.9	-3	-1
CCCCOC(=O)/C=C\C(=O)OCCCC	3	-21	-3	-9	11	102	9	nt	-0.3	-1	-10

Sorted by heavy-atom count (highest first): part of the list above
SMILES	dFosB act	SUMO Mot1 rescue	PKA-R2B activ	SR-BI HDL uptake	MITF act	Pemphigus Ab inh	SR-BI uptake up	NSD2 inh	CDK5 inh	Arrestin-AP2 inh	PKA-R1A act
CCOc1ccc(C(=O)N2CCCC(c3nc(-c4cccs4)no3)C2)cc1 (centres undefined)	-14	30	-3	-6	9	101	6	nt	-0.4	0	2
CC(C)OC(=O)NC(C)(C)COC(=O)Nc1cccc(Cl)c1	-4	8	-9	46	nt	99	-46	-1	0.3	-8	3
CC(C)n1c(N)c(C#N)c2ccc([N+](=O)[O-])cc2c1=O	6	12	-8	0	8	101	0	0	0.9	21	-7
